Screening data (PubChem)
M18AAP inhibitor – blocks P. falciparum M18 aspartyl aminopeptidase | actives 1.2% (n = 290,000) | recombinant PfM18AAP, H-Glu-NHMec fluorogenic cleavage | inhibition, % at 7.35 µM;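 active = inhibition above the campaign mean inhibition over all tested compounds plus 3 SD, cut at about 28% in these data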;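 also: 0% = plate median of test compound wells and 100% = 2 mM ZnCl2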
MEKK3 PB1 HTS – raises or lowers MEK5 binding to the human MEKK3 PB1 domain; AID 1529; binding response (% of control), % at 10 µM; actives 1.4% (n = 290,000); bead-based flow cytometry, Alexa488-MEK5 binding to MEKK3; actives lie on both sides; 0 = blocked by unlabeled MEK5, 100 = vehicle;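 active = binding response more than 3 SD above or below the average of its plate-row segment, actives on both sides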;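 also: Alexa488 bead fluorescence after subtracting the streptavidin-only scavenger bead signal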
Target sequence (Q99759 whole entry, looked up, the tested form may be a part): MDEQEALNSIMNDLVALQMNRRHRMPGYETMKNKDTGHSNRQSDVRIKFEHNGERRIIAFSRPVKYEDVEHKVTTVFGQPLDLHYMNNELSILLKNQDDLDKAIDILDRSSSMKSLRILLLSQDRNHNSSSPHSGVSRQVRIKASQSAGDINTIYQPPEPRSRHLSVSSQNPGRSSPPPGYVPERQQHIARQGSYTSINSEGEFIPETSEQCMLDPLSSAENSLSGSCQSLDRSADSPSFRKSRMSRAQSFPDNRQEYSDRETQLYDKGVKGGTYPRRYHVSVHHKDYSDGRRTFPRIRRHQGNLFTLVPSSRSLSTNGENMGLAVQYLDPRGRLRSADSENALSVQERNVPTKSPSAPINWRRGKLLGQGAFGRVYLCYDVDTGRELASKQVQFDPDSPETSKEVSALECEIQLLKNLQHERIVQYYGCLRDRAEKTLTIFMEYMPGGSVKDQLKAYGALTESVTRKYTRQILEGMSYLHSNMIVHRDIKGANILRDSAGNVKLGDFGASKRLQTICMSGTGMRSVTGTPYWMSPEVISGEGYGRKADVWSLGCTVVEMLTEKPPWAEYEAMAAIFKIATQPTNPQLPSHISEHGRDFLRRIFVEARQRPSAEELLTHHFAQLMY
NALP1 yeast inh – blocks the NALP1 inflammasome reconstituted in yeast. S. cerevisiae NALP1/ASC/caspase-1 growth, X-gal OD620, 72 h. inhibition, % at 10 µM. actives 0.61% (n = 280,000). AID 2071; in the data active = inhibition mostly above about 24%, no sharp cut-off; inactive = mostly below about 32%; also: some compounds called inactive have numbers as strong as hits
OXTR agonist – agonists of human oxytocin receptor; CHO-OTR cells, Fluo-8 calcium fluorescence; normalized: DMSO 0%, oxytocin 100%; activation, % at 3 µM; actives 0.32% (n = 320,000); AID 2435;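 active = activation above the mean of all tested compounds plus 3 SD, cutoff set per screening run, cut at about 20% in these data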;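 also: peak over basal fluorescence ratio from a 100 s FLIPR kinetic read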
MEKK2 mut-MEK5 – signal of MEK5 binding to mutant human MEKK2 PB1 domain; bead flow cytometry, Alexa488-MEK5 binding to MEKK2 mutant; percent response, % at 10 µM; actives 0.35% (n = 290,000); in the data active = percent response above about 24%, passing the limit was not always enough; also: inactives centre near 1; some results filed as inactive read as strong as hits; reference of the scale not given here
GPR7 antagonist – blocks human GPR7 receptor signaling | P48145 | AID 1861 | GPR7-expressing cells, fluorescence antagonist assay | actives 1.1% (n = 290,000) | inhibition, % at 4.4 µM; in the data active = inhibition above about 16%, passing the limit was not always enough;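 also: cells stimulated with the agonist NPW; 0% = agonist with vehicle and 100% = vehicle without agonist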
Target sequence (P48145 whole entry, looked up): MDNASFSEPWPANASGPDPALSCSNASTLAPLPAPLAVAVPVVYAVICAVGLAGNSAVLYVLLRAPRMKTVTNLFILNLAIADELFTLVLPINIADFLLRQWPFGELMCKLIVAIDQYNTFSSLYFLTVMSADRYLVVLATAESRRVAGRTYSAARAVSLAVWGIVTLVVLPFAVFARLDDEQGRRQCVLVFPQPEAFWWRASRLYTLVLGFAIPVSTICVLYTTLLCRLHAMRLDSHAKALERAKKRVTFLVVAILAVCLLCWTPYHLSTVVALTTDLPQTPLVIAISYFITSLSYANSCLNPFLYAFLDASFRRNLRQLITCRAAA
DNA FID counter – displaces DNA intercalator in HCV helicase counter-screen. inhibition, % at 7.9 µM. DNA fluorescent intercalator displacement, fluorescence. actives 0.17% (n = 290,000). AID 1845; in the data active = inhibition above about 37%;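 also: 0% = vehicle and 100% = reference compound; higher means more ethidium bromide displaced from hairpin DNA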
PHOSPHO1 block – inhibitors of human PHOSPHO1 phosphatase; inhibition, % at 13.3 µM; actives 1.1% (n = 290,000); recombinant PHOSPHO1, absorbance phosphatase assay; in the data active = inhibition above about 60%
MEKK2 WT-MEK5 – raises or lowers MEK5 binding to wildtype human MEKK2 PB1 domain. bead flow cytometry, Alexa488-MEK5 binding to MEKK2 WT; actives lie on both sides. AID 1531. actives 1.1% (n = 290,000). binding response (% of control), % at 10 µM; in the data active = binding response below about 67% or above about 130%
* marks the source's active call; other numbers are inactive results; x = not tested or not shown; [ ] = another dose, or the depositor's remark. Hits appear at their usual frequency. About 6.2% of those tested had a hit in this group.

1) CC(C)(O)c1[nH]c2ccc(C#N)cc2c1C(C)(C)O
2) COc1ccc(OC)c(Nc2nc(N)c([N+](=O)[O-])c(NCc3ccccc3)n2)c1
3) COC(=O)c1c(N)c(C#N)c2n1CCCCC2
4) Cc1cc(=O)[nH]c(N/N=C/c2ccco2)n1
5) COc1ccc(CCN(C(=O)C(F)(F)F)C(C(=O)NC2CCCCC2)c2ccc(C)s2)cc1OC (configuration not stated)
6) CC(C)N(CCn1cnc2c([nH]c3ccccc32)c1=O)C(C)C
7) CCn1cc(CNC(=S)Nc2cccc3ccccc23)cn1
8) COc1ccc2[nH]c3c(c2c1)CCN1C(=O)N([C@@H](C)C(=O)NCc2ccccc2OC)C(=O)[C@]31C
9) CCC(C)NC(=O)c1cccc(OCc2c(C)noc2C)c1 (configuration not stated)
10) Cc1ccc(NC(=O)/C(C#N)=C/c2ccccc2C(F)(F)F)cc1
compound no.,1,2,3,4,5,6,7,8,9,10
M18AAP inhibitor,7,-9,14,18,7,0,1,-2,3,2
MEKK3 PB1 HTS,94,77,96,x,110,100,94,102,101,95
NALP1 yeast inh,16,x,50,20,28,-1,-7,9,9,33
OXTR agonist,1.1,2.4,-0.5,1.0,-1.6,0.2,0.0,11,-0.2,0.1
MEKK2 mut-MEK5,-5,-15,1,x,4,-7,-7,0,0,-3
GPR7 antagonist,-6,-4,4,1,-4,-14,1,9,-4,5
DNA FID counter,-9,-1,4,-3,-12,-1,-6,-34,-6,1
PHOSPHO1 block,-7,32,-14,12,10,25,47,24,38,-25
MEKK2 WT-MEK5,92,83,95,x,108,100,97,101,100,94

Copied from the list.
Reading for COc1ccc2[nH]c3c(c2c1)CCN1C(=O)N([C@@H](C)C(=O)NCc2ccccc2OC)C(=O)[C@]31C under M18AAP inhibitor: -2
Reading for CC(C)(O)c1[nH]c2ccc(C#N)cc2c1C(C)(C)O under MEKK2 WT-MEK5: 92
Reading for CCC(C)NC(=O)c1cccc(OCc2c(C)noc2C)c1 (configuration not stated) under MEKK3 PB1 HTS: 101
Reading for COc1ccc(CCN(C(=O)C(F)(F)F)C(C(=O)NC2CCCCC2)c2ccc(C)s2)cc1OC (configuration not stated) under MEKK2 WT-MEK5: 108
Reading for Cc1cc(=O)[nH]c(N/N=C/c2ccco2)n1 under DNA FID counter: -3
Reading for COC(=O)c1c(N)c(C#N)c2n1CCCCC2 under MEKK2 WT-MEK5: 95
Reading for CCn1cc(CNC(=S)Nc2cccc3ccccc23)cn1 under GPR7 antagonist: 1

Next section
11) O=[N+]([O-])c1ccc(Sc2n[nH]c(-c3ccncc3)n2)nc1
12) Cc1ccc(-c2noc(CCC(=O)NCc3ccc4c(c3)OCO4)n2)cc1
13) COc1ccc(NC(=O)c2ccco2)c(NC(=O)c2ccc([N+](=O)[O-])cc2)c1
14) Cc1cccc(OC(C)C(=O)N2CCN(Cc3ccc4c(c3)OCO4)CC2)c1 (configuration not stated)
15) COc1ccccc1C(=O)N/N=C(\C)CC(=O)Nc1ccccn1
16) Nc1nc2nc(SCC(=O)N3CCCc4ccccc43)[nH]c2c(=O)[nH]1
17) Cc1cccc(N/C(N)=N/c2nc(C(F)(F)F)cc(C(F)(F)F)n2)c1
18) COC(=O)C1CC(=O)N(Cc2ccccc2)C1 (configuration not stated)
19) Cc1ccc2c(C)c(C(=O)N(Cc3ccccc3)C3CCS(=O)(=O)C3)oc2c1 (configuration not stated)
20) O=C(CN(CCc1ccccc1)C(=O)CNS(=O)(=O)c1ccc(F)cc1)NCc1ccco1
compound no.,11,12,13,14,15,16,17,18,19,20
M18AAP inhibitor,-11,2,-10,4,11,-14,-23,-1,-4,-3
MEKK3 PB1 HTS,101,97,99,98,103,101,99,101,103,87
NALP1 yeast inh,40,6,14,9,6,-1,3,-33,0,-6
OXTR agonist,0.0,-0.5,-0.3,-0.1,-0.6,-0.6,-1.3,0.7,-0.6,1.1
MEKK2 mut-MEK5,-5,-1,-4,5,7,-1,-1,-3,-3,-8
GPR7 antagonist,1,-6,-15,7,-4,-9,-4,-2,-7,4
DNA FID counter,2,-12,4,-25,-14,-3,-7,-1,-37,-24
PHOSPHO1 block,-23,23,48,18,8,-2,30,41,0,7
MEKK2 WT-MEK5,95,99,96,102,104,99,101,96,100,92

21) COc1cc(OC)cc(C(=O)N[C@H](C(=O)OCc2cc(=O)oc3cc(C)ccc23)C(C)C)c1
22) CCCCCCc1nc(C(N)=O)c2[nH]c(=O)n(-c3ccc(OCC)cc3)c2n1
23) CCC(C)NC(=O)CCSCCC(=O)NC(C)CC (configuration not stated)
24) O=C(Nc1ncn[nH]1)c1ccccc1O
25) CC1CC2(NC(=O)NC2=O)C(C)CN1C (configuration not stated)
26) COc1ccc(-c2nc(NC(=O)CCNC(=O)c3ccco3)sc2C)cc1
27) CSc1ncccc1C(=O)OCC(=O)N(C)C
28) O=C(NCCN1CCCCC1)c1ccc(Oc2cc(Cl)cc(Cl)c2)o1
29) Cc1ccc(N2CC(C(=O)Nc3ncc([N+](=O)[O-])s3)CC2=O)cc1 (configuration not stated)
30) CC(=O)N1c2ccc(S(=O)(=O)NCCC(=O)Nc3ccc(F)cc3)cc2CC1C (configuration not stated)
compound no.,21,22,23,24,25,26,27,28,29,30
M18AAP inhibitor,-8,0,-7,23,-10,1,3,-1,2,4
MEKK3 PB1 HTS,102,99,96,100,106,82,100,102,92,107
NALP1 yeast inh,11,6,11,19,1,-9,-1,2,15,5
OXTR agonist,-1.4,-0.6,-0.4,0.2,-0.3,0.2,-0.2,1.3,3.1,0.6
MEKK2 mut-MEK5,-2,-2,-2,4,4,-3,-2,19,-3,6
GPR7 antagonist,19,-46,-5,-8,-4,-3,3,-8,11,-3
DNA FID counter,-1,-28,0,-1,0,-21,2,5,11,-10
PHOSPHO1 block,-4,18,-13,4,-29,40,4,27,31,48
MEKK2 WT-MEK5,97,97,102,101,107,91,99,110,99,111

31) NC(=O)CC(NC(=O)Cc1cccc2ccccc12)c1ccc(NCCc2ccccc2F)c([N+](=O)[O-])c1 (configuration not stated)
32) Cc1ccc(OC(C)C(=O)Nc2ccc(S(=O)(=O)N3CCOCC3)cc2)cc1 (configuration not stated)
33) C#Cc1ccc([C@H]2C=C(C(=O)OCC=C)O[C@@H](OCC)[C@@H]2CCCO)cc1
34) Nc1nc(-c2ccc(F)cc2)cs1
35) CC(C)C(NC(=O)C12CC3CC(CC(C3)C1)C2)C(=O)NC1=NCCS1 (configuration not stated)
36) CSc1ncccc1C(=O)N1CCCC(CCC(=O)NCc2ccc(F)c(F)c2)C1 (configuration not stated)
37) CCCCn1c(SCC(=O)Nc2ccc3c(c2)OCO3)nc2c1c(=O)n(C)c(=O)n2C
38) COc1cc(/C=C(\NC(=O)c2ccccc2)C(=O)Nc2cccc(O)c2)c([N+](=O)[O-])cc1OC
39) CCCCn1c(=O)c(C(=O)N/N=C/c2ccc(F)cc2)c(O)c2ccccc21
40) CN(C)C(=O)CSc1nnc(-c2ccncc2)n1Cc1ccco1
compound no.,31,32,33,34,35,36,37,38,39,40
M18AAP inhibitor,x,-16,-7,-1,2,1,-9,0,5,-6
MEKK3 PB1 HTS,103,97,107,101,98,98,98,96,107,96
NALP1 yeast inh,x,-9,-6,14,10,-3,18,8,0,-22
OXTR agonist,-0.7,17,-0.4,-0.4,-1.5,0.4,0.4,-0.6,0.9,-0.2
MEKK2 mut-MEK5,3,-2,5,-3,2,-5,4,6,1,-1
GPR7 antagonist,x,15,-18,-24,0,-9,-4,-13,0,-10
DNA FID counter,x,-37,-38,-1,-34,-20,-8,6,1,2
PHOSPHO1 block,53,37,-3,-26,-18,-2,1,18,-10,24
MEKK2 WT-MEK5,107,97,105,101,100,94,102,96,105,99

41) O=C(Nc1ccccc1)c1cccc(N2CCCC2=O)c1
42) CCN(CC)c1ccc(/C=N/OCC(=O)N2CCCc3ccccc32)cc1
43) O=C(CN1C(=O)c2ccccc2C1=O)Nc1nnc(C2CCCO2)s1 (configuration not stated)
44) COc1ccc(N2CCN(S(=O)(=O)c3ccc4c(c3)CC(C)N4C(=O)C3CC3)CC2)cc1 (configuration not stated)
45) COc1ccccc1NC(=O)C1=C(C)Nc2nnnn2C1c1cccc(Br)c1 (configuration not stated)
46) CN(C)/C=C(\C#N)S(=O)(=O)C(C)(C)C
47) COc1cc(CN2CCN(S(=O)(=O)c3ccc(NC(C)=O)cc3)CC2)cc(OC)c1O
48) Cc1ccc(NC(=O)c2cnccn2)c(C)c1
49) CCCCC(=O)Nc1ccc(C(=O)OC2CCCCC2)cc1
50) Cc1nn(C)c(C)c1S(=O)(=O)N1CCC(C(=O)Nc2ccc3c(c2)OCCO3)CC1
compound no.,41,42,43,44,45,46,47,48,49,50
M18AAP inhibitor,6,-6,8,-12,-2,1,-2,2,-7,-6
MEKK3 PB1 HTS,61*[inhibitor],99,101,104,99,101,107,106,104,77
NALP1 yeast inh,4,42,1,15,13,-12,21,x,-4,20
OXTR agonist,-0.5,-2.4,0.3,1.3,7.5,0.3,-0.5,-1.3,-1.2,-0.8
MEKK2 mut-MEK5,-16,13,4,0,1,-2,7,2,-1,-7
GPR7 antagonist,-6,-6,-8,-10,12,-5,-2,-22,11,5
DNA FID counter,-5,-7,-7,-8,-2,1,0,-2,-10,-7
PHOSPHO1 block,-3,-4,57,12,-18,-23,49,x,3,-3
MEKK2 WT-MEK5,77,111,105,103,94,101,107,109,99,79

MEKK3 PB1 HTS, hit marks shown above.
| No. | compound | M18AAP inhibitor | MEKK3 PB1 HTS | NALP1 yeast inh | MEKK2 mut-MEK5 | GPR7 antagonist | PHOSPHO1 block | MEKK2 WT-MEK5 |
| --- | --- | --- | --- | --- | --- | --- | --- | --- |
| 41 | O=C(Nc1ccccc1)c1cccc(N2CCCC2=O)c1 | 6 | 61*[inhibitor] | 4 | -16 | -6 | -3 | 77 |

(next part)
51) O=C(NCCc1ccccc1)C1(c2ccccc2)CC1(Cl)Cl (configuration not stated)
52) O=C(N1CCOCC1)N1CCN(c2ccccc2F)CC1
53) COc1ccc(-c2nn(CCC(=O)O)cc2/C=C2\SC(N)=NC2=O)cc1OC
54) COc1ccc(-n2c(O)c(C=Nc3ccccc3)c3ccccc3c2=O)cc1
55) CSc1nnc(-c2cccc(NC(=O)c3ccccc3)c2)n1C
56) COc1ccc(C(=O)Oc2cc(N)n(S(=O)(=O)c3ccc(C)cc3)n2)cc1
57) COc1cc(CNc2ncn[nH]2)ccc1OCc1cccc(C)c1
58) Cc1ccc(O)c(-c2cc(-c3ccccc3C)[nH]n2)c1
59) O=C(NCc1ccccn1)c1cccs1
60) CCCC[C@H]1COCCS(=O)(=O)N1Cc1cccc([N+](=O)[O-])c1
compound no.,51,52,53,54,55,56,57,58,59,60
M18AAP inhibitor,-1,-4,6,6,-5,-23,16,3,6,2
MEKK3 PB1 HTS,103,105,111,101,102,103,102,x,79,104
NALP1 yeast inh,-2,-67,23,-3,-38,3,-41,6,7,0
OXTR agonist,-0.8,-0.4,0.4,0.0,-0.7,1.7,8.0,x,0.2,-0.5
MEKK2 mut-MEK5,1,8,-1,-13,6,6,2,x,-15,-2
GPR7 antagonist,3,12,-9,-8,-12,1,-7,-11,3,3
DNA FID counter,5,1,-8,-2,-11,-18,-3,-8,-5,-10
PHOSPHO1 block,28,23,-16,-23,12,20,14,16,6,-2
MEKK2 WT-MEK5,98,110,99,93,101,105,107,x,82,100
